AMA1-RON2 inh: qHTS for Inhibitors of AMA1-RON; Towards Development of Antimalarial Drug Lead: Primary Screen. Plasmodium falciparum AMA1 (3D7) - RON2 peptide interaction. AlphaScreen AMA1-biotinylated RON2 peptide binding. Potency, µM (highest dose often 58.2 µM), for inactives: top-dose activity change, negative = inhibition, usual class: inhibitors. hit rate 0.2% among 360,000;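 further: potency means the concentration at half of the fitted maximal effect; 0% = vehicle wells and -100% = peptide control; nearly all actives have a fitted effect of over 45% in size; some results filed as inactive show a strong effect at the top dose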
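AMA1 (3D7) with his tag at 25 nM final met compounds first, then biotinylated RON2 peptide at 25 nM; detection used donor plus acceptor beads, 10 µg/mL apiece, read by AlphaScreen after 30 min at room temperature.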
HCV inh: qHTS Assay for Inhibitors of Hepatitis C Virus (HCV); Huh7.5.1 HCVcc-Cre infection, luciferase reporter, 44 h; Potency, µM (highest dose often 41.8 µM), without a hit: at the highest dose activity change, negative = inhibition, hits mostly inhibitors; hit rate 3.4% among 340,000; further: potency means the concentration at half of the fitted maximal effect
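After 44 h co-culture of compound, cells and HCVcc-Cre (~0.5 moi), substrate is added for 15 min at room temperature and luciferase measured over 15 sec. Cells were seeded at 1,000/well and pre-cultured 4 h.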
HCMV antiviral: qHTS Assay for inhibitors of the human cytomegalovirus (HCMV); HFF cells, HCMV-luciferase reporter, 72 h; stronger effect = lower value; hit rate 4.5% among 410,000; activity change, negative = inhibition, % at 57.5 µM; in the data active means activity change below about -60%; inconclusive means no clear call, values can overlap the other calls; inactive means above about -39%
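Compounds were evaluated in HFFs infected with an HCMV luciferase reporter virus (MOI 1 PFU/cell). Luciferase in lysates collected 72 h post infection served as the replication measure.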
FBPA Giardia inh: qHTS Assay for Inhibitors of Fructose-1,6-bisphosphate Aldolase from Giardia Lamblia. A8B2U2. hit rate 0.71% among 290,000. purified Giardia FBPA. Potency, µM (series often up to 59.6 µM), without a hit: top-dose activity, negative = inhibition, usual class: inhibitors; further: potency means the concentration at half of the fitted maximal effect; nearly all actives have a fitted effect of over 55% in size
Target sequence (A8B2U2 whole entry, looked up): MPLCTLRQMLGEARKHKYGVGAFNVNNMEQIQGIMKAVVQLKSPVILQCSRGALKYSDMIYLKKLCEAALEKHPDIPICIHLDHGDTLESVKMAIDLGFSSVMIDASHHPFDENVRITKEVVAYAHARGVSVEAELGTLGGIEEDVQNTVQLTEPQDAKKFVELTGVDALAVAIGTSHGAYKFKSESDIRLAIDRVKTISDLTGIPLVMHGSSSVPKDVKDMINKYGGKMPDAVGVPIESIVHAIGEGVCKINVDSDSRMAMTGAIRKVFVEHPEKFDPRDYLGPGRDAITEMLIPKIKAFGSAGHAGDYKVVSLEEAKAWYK
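40 nM FBPA preincubated 10 min at RT with compound (up to 57.5 uM final), then substrate plus GAPDH/TPI/NAD/arsenate coupling and diaphorase/resazurin added. Fluorescence read after 20 min at RT, 525/598 nm.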
Sm TGR block: qHTS Assay for the Inhibitors of Schistosoma Mansoni Peroxiredoxins; Schistosoma mansoni thioredoxin glutathione reductase (TGR), Q962Y6; purified TGR, DTNB reduction, TNB absorbance 405 nm; Potency, µM (series often up to 114 µM), without a hit: at the top dose activity change, negative = inhibition, hits mostly inhibitors; hit rate 3% among 360,000; AID 485364, 2010; further: potency means the concentration at half of the fitted maximal effect; nearly all actives have a fitted effect of over 60% in size
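Kinetic colorimetric format: TGR-catalysed, NADPH-driven DTNB reduction monitored via TNB absorbance. Enzyme dispensed at 20 nM; compound exposure 15 min at room temperature before reaction start.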
AmpC detergent: qHTS Inhibitors of AmpC Beta-Lactamase (assay with detergent); hit rate 0.041% among 370,000; AmpC hydrolysis of nitrocefin, absorbance 480 nm, 0.01% Triton; AID 485294, 2010; Potency, µM (series often up to 114 µM), inactives show at the highest dose activity change, negative = inhibition, most hits filed as inhibitors;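 further: potency means the concentration at half of the fitted maximal effect; 0% = no-compound wells and -100% = no-enzyme wells; nearly all actives have a fitted effect of over 25% in size; some results filed as inactive show a strong effect at the top dose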
Target sequence (P00811 whole entry, looked up): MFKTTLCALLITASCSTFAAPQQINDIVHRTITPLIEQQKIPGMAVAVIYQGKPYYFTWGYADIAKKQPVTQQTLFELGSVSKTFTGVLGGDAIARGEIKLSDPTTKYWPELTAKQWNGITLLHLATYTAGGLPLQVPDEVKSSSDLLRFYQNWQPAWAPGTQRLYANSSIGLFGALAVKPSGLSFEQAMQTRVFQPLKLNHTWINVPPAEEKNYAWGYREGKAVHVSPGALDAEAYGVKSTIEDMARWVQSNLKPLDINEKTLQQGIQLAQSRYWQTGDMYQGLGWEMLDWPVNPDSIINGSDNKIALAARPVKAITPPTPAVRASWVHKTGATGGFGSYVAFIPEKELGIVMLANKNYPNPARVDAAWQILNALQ
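20 mM phosphate pH 7.0 + 0.01% (detergent screen) or 0.0001% Triton X-100; 5.3 nM AmpC reagent; cpd preinc 15 min RT; nitrocefin (800 uM stock) to start; A480 q20 s × 4 min; Activity was normalised to no-enzyme and no-compound control wells.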
The depositor's hits bear a star; ? = inconclusive; / = no result given; & = joins results of further samples; [ ] = another dose, or the depositor's remark. Unless noted, the call rests on the fitted dose curve; in most records, active means well fitted curve in the direction sought with a large enough effect; inconclusive means small, poorly fitted or top-dose-only effect, or another doubt; inactive means no such curve, though single readings can be large; an effect the other way counts as inactive or inconclusive. Unless noted, on the % scale 0 is the no-effect control and ±100 the full control effect.

SMILES	AMA1-RON2 inh	HCV inh	HCMV antiviral	FBPA Giardia inh	Sm TGR block	AmpC detergent
COC(=O)c1ccc(CSC(=N)N)o1	7%	?	42	-4%	-1%	4%
CN(CC(=O)Nc1cccc(F)c1)C(=O)c1sc2ccccc2c1Cl	47%[activator]	-12%	-25	/	1%	-1%
Cc1cccc(NC(=O)Cn2cnc(S(=O)(=O)N3CCCC3)c2)c1C	-1%	22%	9&1	/	7%&-5%	?
COc1cc(O)c2c(=O)c3c(O)ccc(O)c3oc2c1	-5%	?	-5	/	/	/
CCOC(=O)C1=C(C)N(C)C(=O)NC1c1ccc2c(c1)OCO2 (stereo not given)	-9%	0%	3	19%	4%	-13%
CCSc1nnc(NC(=O)CSc2nc3c(c(=O)n2-c2ccccc2)SCC3)s1	5%	14%	-4	-22%	-6%	?
O=C(c1cc2cc(Cl)ccc2[nH]1)N1CCN(Cc2ccc3c(c2)OCO3)CC1	-7%	-28%	-2	?	-33%	2%
Cc1ccc(S(=O)(=O)Nc2cc(=O)[nH]c(SCC(=O)Nc3cccc(C(F)(F)F)c3)n2)cc1	6%	0%	16	1%	-14%	?
C=CCn1c(=O)c(C(=O)NCCNCC)c(O)c2ccccc21	31%[activator]	-10%	27	9%	-1%	?
CCOC(=O)c1cc(-c2ccc(C)cc2)nc2nc(SC)[nH]c(=O)c12	-13%	0%	-17	-1%	-10%	?
c1ccc2[nH]c(-c3cnco3)cc2c1	-1%	-13%	34	-4%	6%	-12%
COc1ccc(Cl)cc1NC(=O)CN(C)C(=O)c1ccc(COc2ccccc2)cc1	-10%	?	-9	/	-2%	?

Reprinted from the part before: two entries; new compounds follow.
SMILES	AMA1-RON2 inh	HCV inh	HCMV antiviral	FBPA Giardia inh	Sm TGR block	AmpC detergent
c1ccc2[nH]c(-c3cnco3)cc2c1	-1%	-13%	34	-4%	6%	-12%
COc1ccc(Cl)cc1NC(=O)CN(C)C(=O)c1ccc(COc2ccccc2)cc1	-10%	?	-9	/	-2%	?
CC1=C(CCN2CCN(C3CCCC3)C(CCO)C2)C(C)(C)CCC1 (stereo not given)	-9%	?	-37	2%	3%	10%
O=C(CSc1ncccn1)N/N=C/c1cccs1	7%	6%	?	6%	-25%	?
Cc1ccc(N=Nc2c(=O)[nH]n3c(C)cc(C)nc23)cc1	21%	1%	14	-6%	6%	-3%
Cn1c(=O)cc(OCC(=O)NCCCN2CCN(Cc3ccccc3)CC2)c2ccccc21	-4%	-12%&-5%	54	-14%	-19%	?
CCOC(=O)c1cccc(NC(=O)c2cc3c(=O)n(Cc4ccccc4)ccc3nc2C)c1	/	/	-7	/	1%	5%
O=C(Nc1ccccc1)C1C2CCCCC21 (stereo not given)	20%	-11%	4	4%	3%	?
CCN(CC)CCCNC(=O)C1c2ccccc2C(=O)N1Cc1ccc(C)cc1 (stereo not given)	0%	3%	3	5%	2%	-5%
COc1ccc(NC(=O)Cn2cc(S(=O)(=O)Cc3ccccc3)c3ccccc32)c(OC)c1	5%	2%	47	-15%	-2%	?
COc1ccc(N2CCN(S(=O)(=O)CCNC(=O)COc3ccccc3C)CC2)cc1	-14%	-2%	6	/	-1%	-17%
Cc1ccc(C(=O)CCC(=O)N2CCN(c3ccccc3O)CC2)cc1	0%	?	-21	/	-13%	2%
Cc1cccc(/C(N)=N/OC(=O)c2ccc(Cl)cc2Cl)c1	0%	?	-8	0%	-7%	-2%
Cc1ccc(CNC(=O)C2CCN(S(=O)(=O)c3c(C)noc3/C=C/c3cccs3)CC2)cc1	/	/	-27	/	18%	-1%
Cn1c(=O)[nH]c(=O)c2c1nc(SCC(=O)O)n2CCOc1ccccc1	-3%	8%	-2	-12%	-21%	-2%
O=[N+]([O-])c1cccnc1N1CCCNCC1	-7%	9%	1	3%	50µM*	-9%
Cc1ccc(C)c(S(=O)(=O)N2CCN(Cc3ccc(O)c4ncccc34)CC2)c1	30%[activator]	?	-100*	15%	?	-9%
Cc1ccc(-n2cc3c(-c4cccc(Br)c4)nnc(C)c3n2)cc1	-8%	?	43	3%	-31%	?
CCc1ccc(C(=O)COC(=O)CNC(=O)Cc2ccccc2)cc1	-1%	5%	9	2%	2%	?
c1ccc(-c2noc(CC3CCCCC3)n2)nc1	2%	-2%	-10	-4%	13%	-8%
Cc1ccc(S(=O)(=O)c2c(N)n(CCCO)c3nc4ccccc4nc23)cc1	9%	-5%	/	2%	0%	-13%
Cc1cc(NC(=O)C2CCCCC2)n(-c2nc3ccccc3[nH]2)n1	22%	4.5µM*	38	-24%	0%	2%
Cc1ccc(S(=O)(=O)NCc2ccccc2)cc1C(=O)N(C)CC(=O)Nc1c(Cl)cccc1Cl	-3%	3%[8.37 µM]	-20	/	-1%	?
COc1cccc(-c2nn(-c3ccccc3)cc2C(=O)Nc2nccs2)c1	76%[activator]	?	?	-14%	9%	2%
Cc1cc(C)n2nc(SCC(=O)c3ccccc3)nc2n1	-5%	?	92	-10%	-34%	-4%
N#Cc1ccc(OCC(=O)OCC(=O)Nc2sccc2C(N)=O)cc1	19%	7%	-7	/	0%	-11%
CCOC(=O)C1CCCN(C(=O)c2ccc(C)c([N+](=O)[O-])c2)C1 (stereo not given)	-17%	17%	79	12%	-9%	?
Nc1nc(SCC(=O)Nc2ccc([N+](=O)[O-])cc2)[nH]c(=O)c1NC(=O)c1ccc(Br)cc1	1%	11%	4	/	-35%	8%
O=C(Nc1ccccc1C(=O)N1CCCC1)C1COc2ccccc2O1 (stereo not given)	17%	-1%	2	7%	-18%	3%
CC1CCN(S(=O)(=O)CCNC(=O)c2ccc3c(c2)OCO3)CC1	20%	12%	-13	/	-1%	3%
CN1CCN(/N=C2/C(=O)Nc3ccc([N+](=O)[O-])cc32)CC1	-8%	-8%	-29	?	4%	?
O=C(CNC(=O)c1ccc(Cl)cc1)OCC(=O)c1ccccc1	-7%	5%	-31	4%	-8%	2%
COc1cccc(C(=O)CSc2nnc(-c3cc(OC)c(OC)c(OC)c3)o2)c1	-1%	-9%	11	-1%	-2%	?
COc1ccc(C)cc1NC(=S)N1CCN(c2ccccn2)CC1	1%	-5%	-20	-14%	0%	?
CC1(CCl)N([O-])C2=C(CCCC2)[N+]1=O (stereo not given)	-6%	7%	75	?	40µM*	4%
Cc1nc2nc(CCNS(=O)(=O)c3ccc(Cl)cc3)cn2nc1C	-5%	20%	-4	-16%	8%	0%
CCOC(=O)CNC(=O)CSc1nnc(-c2ccncc2)n1-c1ccc(Cl)cc1	-1%	11%	-13	/	11%	-1%
CCN(CC)c1ccc(CNc2ccc(Br)cn2)cc1	-17%	3%	-39	-3%	-10%	?
OCCN1CCN(CCCc2c3c(cc4c2CCC4)CCC3)CC1	-8%	6%	12	-12%	0%	?
NC(=O)C1CCN(C(=O)CN2CCN(c3cccc(C(F)(F)F)c3)CC2)CC1	15%	13%	-2	1%	2%	-2%
O=C(NCc1ccccc1)C1Cc2ccccc2CN1C(=O)c1ccco1 (stereo not given)	-11%	3%	-37	0%	35µM*	9%
COc1cccc(NC(=O)CN(C)C(=O)CCNC(=O)c2ccccc2OC)c1	0%	0%	-19	/	/	/
COC(=O)c1ccc(C(=O)OC)c(NC(=O)Nc2ccc3c(c2)OCO3)c1	8%	5%	19	0%	-12%	1%
CCN(CC)S(=O)(=O)c1ccc(O)c(NC(=O)COc2ccc(S(=O)(=O)N3CCOCC3)cc2)c1	-1%[11.6 µM]	12%	6	/	/	/
CC(C)Cc1nnc(NC(=O)CN2C(=O)C3CCCCC3C2=O)s1 (stereo not given)	-13%	10%	-11	/	-1%	-3%
O=c1cc(-c2ccc(Cl)cc2)nc(N2CCN(c3ccccc3)CC2)[nH]1	-1%	-2%	26	4%	4%	-12%
O=C(c1cc2ccccc2oc1=O)N(c1ccccc1)C1C=CS(=O)(=O)C1 (stereo not given)	0%	22%	?	-6%	-1%	-12%
CCCCOc1ccc(CNC(=O)c2cnc3sc(N4CCC(C)CC4)nn3c2=O)cc1	/	/	17	/	16%	11%
C[C@H](NC(=O)OCc1ccccc1)c1nnc([C@H](Cc2ccccc2)NC(=O)OC(C)(C)C)o1	50%[activator]	-12%	-8	5%	7%	-1%
CCOc1ccc(-c2nc(S(=O)(=O)c3ccccc3)c(N3CCC(C(N)=O)CC3)o2)cc1	-1%	11%	6	/	35µM*	3%
COC(=O)[C@H](CCSC)NC(=O)NCc1cccs1	15%	27%	49	-1%	0%	?

Molecules from the list above that have an NH in an aromatic ring, in the order listed:
SMILES	AMA1-RON2 inh	HCV inh	HCMV antiviral	FBPA Giardia inh	Sm TGR block	AmpC detergent
O=C(c1cc2cc(Cl)ccc2[nH]1)N1CCN(Cc2ccc3c(c2)OCO3)CC1	-7%	-28%	-2	?	-33%	2%
Cc1ccc(S(=O)(=O)Nc2cc(=O)[nH]c(SCC(=O)Nc3cccc(C(F)(F)F)c3)n2)cc1	6%	0%	16	1%	-14%	?
CCOC(=O)c1cc(-c2ccc(C)cc2)nc2nc(SC)[nH]c(=O)c12	-13%	0%	-17	-1%	-10%	?
c1ccc2[nH]c(-c3cnco3)cc2c1	-1%	-13%	34	-4%	6%	-12%
Cc1ccc(N=Nc2c(=O)[nH]n3c(C)cc(C)nc23)cc1	21%	1%	14	-6%	6%	-3%
Cn1c(=O)[nH]c(=O)c2c1nc(SCC(=O)O)n2CCOc1ccccc1	-3%	8%	-2	-12%	-21%	-2%
Cc1cc(NC(=O)C2CCCCC2)n(-c2nc3ccccc3[nH]2)n1	22%	4.5µM*	38	-24%	0%	2%
Nc1nc(SCC(=O)Nc2ccc([N+](=O)[O-])cc2)[nH]c(=O)c1NC(=O)c1ccc(Br)cc1	1%	11%	4	/	-35%	8%
O=c1cc(-c2ccc(Cl)cc2)nc(N2CCN(c3ccccc3)CC2)[nH]1	-1%	-2%	26	4%	4%	-12%

Source: PubChem BioAssay (National Center for Advancing Translational Sciences (NCATS))
